# From PubChem BioAssay
# SRC1 TRFRET art – flags TR-FRET format artefacts in PPARgamma SRC-1 recruitment agonist screen; TR-FRET ratio at 8 µM; 99,000 compounds, 0.34% hits; TR-FRET detection artefact counter-screen, emission ratio; hits give high values; in the data active = TR-FRET ratio above about 2300; note: inactives centre near 1800; reference of the scale not given here
# SRC3 TRFRET art – TR-FRET artefact, counter-screen to PPARgamma/SRC-3 agonist assay. PPARgamma/SRC-3 format; hits give high values. TR-FRET ratio at 8 µM. 99,000 compounds, 0.39% hits. AID 1048; in the data active = TR-FRET ratio above about 2000; note: inactives centre near 1600; reference of the scale not given here
# The depositor's hits bear a star. Not all compounds are listed. The share of hits here may be higher or lower than overall.
SMILES,SRC1 TRFRET art,SRC3 TRFRET art
CCOc1ncccc1C(=O)OCC(=O)N(CC(C)C)C1CCS(=O)(=O)C1 (stereo unspecified),1619,1761
CCN(CC)CCCN(Cc1cc2cc3c(cc2[nH]c1=O)OCO3)C(=S)Nc1ccccc1OC,1968,1634
Cc1cccn2c(=O)c(/C=N/O)c(N3CCOCC3)nc12,1885,1615
CC1CC(C)CN(C(=O)CSc2nc(N)cc(=O)[nH]2)C1 (stereo unspecified),1753,1390
CCN(CC)c1ccc2cc(C#N)c(=O)oc2c1,1883,1800
COc1cccc(C(=O)NCc2ccccc2OC)c1,1831,1727
FC(F)Oc1ccc(NC(=S)NCCc2ccccn2)cc1,2045,1531
COc1ccc(Cl)cc1S(=O)(=O)NC1CC(C)(C)NC(C)(C)C1,1525,1323
C/C(=N\NC(=S)NC(C)C)c1cccc([N+](=O)[O-])c1,1789,1671
O=C(Nc1c(C(=O)c2ccccc2)oc2ccccc12)c1cc(-c2ccccc2O)n[nH]1,1967,1520
O=C(CCSc1ccc(Cl)cc1)NCc1ccccn1,1876,1638
COC(=O)c1cn(C(=O)c2cccc(C)c2)c2ccccc12,1521,1391
CS(=O)(=O)c1cnc2c(-c3ccsc3)cnn2c1N,1872,1666
CCCc1cc(=O)[nH]c(SCC(=O)Nc2ccc(Br)cc2Br)n1,1843,1698
CSc1ccc(CN(C)CC(=O)NCc2ccc(F)cc2)cc1,1600,1344
COC(=O)c1ccccc1NC(=O)Nc1nnc(N2CCCCC2C)s1 (stereo unspecified),1697,1587
Cc1ccccc1C(=O)c1c[nH]c(C(=O)N2CCN(c3ccccc3F)CC2)c1,1871,1595
COc1cccc(C2CCCCN2Cc2nc(-c3ccc(C)o3)oc2C)c1 (stereo unspecified),2102,1795
CC(C(=O)Nc1ccc(S(=O)(=O)N2CCCCC2)cc1)N1CCN(c2ccccn2)CC1 (stereo unspecified),1853,1553
Clc1ccc(-n2cc(COCc3ccccc3)nn2)cc1,1806,1700

# Structures from the list above containing four or more nitrogen atoms, in the order listed:
SMILES,SRC1 TRFRET art,SRC3 TRFRET art
CCN(CC)CCCN(Cc1cc2cc3c(cc2[nH]c1=O)OCO3)C(=S)Nc1ccccc1OC,1968,1634
Cc1cccn2c(=O)c(/C=N/O)c(N3CCOCC3)nc12,1885,1615
CC1CC(C)CN(C(=O)CSc2nc(N)cc(=O)[nH]2)C1 (stereo unspecified),1753,1390
C/C(=N\NC(=S)NC(C)C)c1cccc([N+](=O)[O-])c1,1789,1671
CS(=O)(=O)c1cnc2c(-c3ccsc3)cnn2c1N,1872,1666
COC(=O)c1ccccc1NC(=O)Nc1nnc(N2CCCCC2C)s1 (stereo unspecified),1697,1587
CC(C(=O)Nc1ccc(S(=O)(=O)N2CCCCC2)cc1)N1CCN(c2ccccn2)CC1 (stereo unspecified),1853,1553

# (listing goes on)
SMILES,SRC1 TRFRET art,SRC3 TRFRET art
Cc1cc(C)n(CCC(=O)N/N=C/c2ccccc2O)n1,2122,1686
CNC(=S)N/N=C/c1cn(CCOc2cccc(OC)c2)c2ccccc12,1856,1608
CCOCCCNC(=O)C(c1ccc(OC)cc1)N(Cc1cccs1)C(=O)CNC(C)=O (stereo unspecified),1813,1404
Cc1cc(C(C)(C)C)cc(C)c1N,1864,1425
O=C1CSC(c2cccc([N+](=O)[O-])c2)N1c1ccccc1 (stereo unspecified),2109,1746
Cn1c(SCC(=O)NC2CCCCCC2)nnc1-c1cccs1,1925,1814
O=C(Cc1c(C(=O)O)[nH]c2ccccc12)NCCN1CCN(c2cccc(Cl)c2)CC1,1702,1669
O=S(=O)(NC1c2cccc3cccc(c23)C1Sc1ncccn1)c1ccc(Cl)cc1 (stereo unspecified),1506,1486
Cc1ccc(-c2nn(-c3ccccc3)cc2C(=O)Nc2ccc(C)c(S(=O)(=O)N3CCOCC3)c2)cc1,1866,1564
CC(C)OC(=O)/C(=C\c1ccccc1)NC(=O)c1ccccc1,1669,1578
CN(C)c1ccc(NC(=O)CSc2n[nH]c(-c3ccco3)n2)cc1,1853,1506
CCc1ccc(N2CCN(C(=O)N3CCOCC3)CC2)cc1,1513,1500
CCc1nnc(NC(=O)c2ccc3ccccc3n2)s1,1823,1873
Cc1noc(C)c1CSCc1ccc(Cl)cc1,1531,1616
COc1ccc(CNC(=O)COC(=O)/C=C/c2ccc(S(=O)(=O)N3CCOCC3)cc2)cc1,1592,1538
CC(C)c1ccc(C(N)=S)cc1,1690,1722
CC(C)(S)[C@@H](N)C(=O)O,1464,1538
C#CCOCCOCCOCCNc1nc(N2CCN(C(=O)Cn3cc(CC(C)O)nn3)CC2)nc(N2CCN(C(=O)[C@H](CCCCN)n3cc(CCC(=O)O)nn3)CC2)n1 (stereo partly specified),1755,1631
COc1cccc(CN(C)CC(=O)Nc2cccc(C(F)(F)F)c2)c1OC,1494,1482
CCOc1ccc(CCNC(=O)CSc2cc(=O)n(C)c3ccc(Cl)cc23)cc1OCC,2233,1800
C=CCOc1ccc(Br)cc1CNCCO,1403,1378
CCNc1nc(NCC)nc(N/N=C/c2ccc(N(C)C)cc2)n1,1551,1625
CCS(=O)(=O)Nc1cccc(-c2ccc3nnc(C)n3n2)c1,1725,1746
CN(Cc1nccn1C)C(=O)CC1C(=O)NCCN1Cc1ccccc1C(F)(F)F (stereo unspecified),1693,1533
COc1cc2c(C(=O)OCCN(C)C)c(CSc3ccccc3)n(C)c2cc1Br,1991,1544
COc1cc(O)c(/C=N/NC(=O)c2ccncc2)c(OC)c1[N+](=O)[O-],2006,1517
Cc1nn(C)c(C)c1CNC(=O)Nc1cccc(Cl)c1C,1642,1520
CC(C)(C)NCC(O)CON=C1c2ccccc2-c2ccccc21 (stereo unspecified),1819,1284
Cc1ccc(OCC(=O)Nc2ccccc2F)cc1C,1890,1790
COCCNC(=O)/C(C#N)=C/c1ccc(OCc2ccccc2)cc1,1918,1954
COc1ccccc1NS(=O)(=O)c1cccc(C(=O)N/N=C/c2cn(-c3ccccc3)nc2-c2ccccc2)c1,1629,1638
O=C(Nc1cccc(C(F)(F)F)c1)/C(=C\c1ccco1)NC(=O)c1cccs1,1706,1497
NS(=O)(=O)c1ccc(CNC(=O)c2cc(-c3ccccn3)nc3ccc(Cl)cc23)cc1,3155*,3729*
CCOC(=O)CSc1nc(Cc2ccccc2)nc2ccccc12,1589,1683
O=C(COC(=O)C(c1ccccc1)c1ccccc1)NCc1ccco1,1721,1472
COc1ccc(OC)c2c(C)cc(C)nc12,2164,1645
C/C=C/c1ccc(OCCCCN2CCN(CC)CC2)c(OC)c1,1866,1214
CCNC(=S)NS(=O)(=O)c1ccc(F)cc1,1763,1622
COc1ccc(-c2cn[nH]c2C)cc1OC,1906,1604
CN(C(=O)COC(=O)c1nc(Cl)c(Cl)c(Cl)c1Cl)C1CCS(=O)(=O)C1 (stereo unspecified),1420,1510
CCOc1c(Br)cc(C(N)=O)cc1OCc1ccccc1,1721,1719
Cc1cc(C(=O)NCCN2CCOCC2)ccc1[N+](=O)[O-],1905,1805
COc1cc(C(=S)N2CCCC2)ccc1OS(=O)(=O)c1ccc(NC(C)=O)cc1,2155,1460
CC(=O)OC[C@H]1O[C@@H](O/N=C/[C@@H](C)[C@H](OCc2ccccc2)C(C)C)[C@H](OC(C)=O)[C@@H](OC(C)=O)[C@@H]1OC(C)=O,1659,1382
O=C1c2cccc(OCC(=O)N3N=C(c4cccs4)CC3c3ccc(F)cc3)c2CCN1Cc1cccnc1 (stereo unspecified),1856,1656
Cc1cc(C)c(NC(=O)Cn2cc3c(n2)CCCC3)c(C)c1,1523,1494
Cc1cc(OCC(=O)Nc2cccc(S(=O)(=O)NC3=NCCCCC3)c2)ccc1Cl,1512,1453
Cc1ccc(C(=O)OCc2nnc(-c3ccc(Br)cc3)o2)cc1,2005,1389
COc1cccc(-c2nc(C(N)=O)c3[nH]c(=O)n(-c4cccc(Cl)c4)c3n2)c1OC,1742,1548
CCCCNC(=O)CC1Nc2ccccc2NC1=O (stereo unspecified),1909,1723

# Next section; the last 4 above are carried over.
SMILES,SRC1 TRFRET art,SRC3 TRFRET art
Cc1cc(OCC(=O)Nc2cccc(S(=O)(=O)NC3=NCCCCC3)c2)ccc1Cl,1512,1453
Cc1ccc(C(=O)OCc2nnc(-c3ccc(Br)cc3)o2)cc1,2005,1389
COc1cccc(-c2nc(C(N)=O)c3[nH]c(=O)n(-c4cccc(Cl)c4)c3n2)c1OC,1742,1548
CCCCNC(=O)CC1Nc2ccccc2NC1=O (stereo unspecified),1909,1723
CCn1c(Cc2ccccc2)nnc1SCc1ccc([N+](=O)[O-])cc1,1518,1513
O=C(/C=C/c1cccc(F)c1)Nc1cc(S(=O)(=O)N2CCOCC2)ccc1N1CCCC1,1641,1736
C/C(CC(=O)NC(C)(C)C)=N\NC(=O)COc1ccc(C)cc1Br,1878,1476
COC(=O)N/N=C/c1c[nH]c2ccccc12,1849,1466
Cc1c(NC(=O)c2nn3c(C(F)(F)F)cc(-c4ccccc4)nc3c2Br)c(=O)n(-c2ccccc2)n1C,1764,1642
COc1ccc(NC(=O)c2ccccc2CC[N+](=O)[O-])cc1,1814,1345
Cc1cc(C(=O)N/N=C/c2cccc([N+](=O)[O-])c2)c(C)n1-c1ccccc1,1636,1363
COc1cc(C(=O)NCc2ccc(-n3cccc3)cc2)cc(OC)c1OC,1747,1460
COc1ccc(CCNC(=O)Cc2cccs2)cc1OC,1616,1486
C=CCOC(=O)C1=C(C)NC(=O)NC1/C=C/c1ccccc1OC (stereo unspecified),1791,1626
CCC/C(=N\NC(=O)CNC(=O)/C=C/c1ccco1)c1ccccc1,1805,1423
CCN(CC)Cc1c[nH]c2c(C(=O)OC)cccc12,1651,1599
Cc1cccc(C)c1NC(=S)N/N=C/c1c(Cl)cccc1Cl,1675,1591
CC1(C)CC(=O)C(=Cc2cn(CCC#N)nc2-c2ccc(Cl)cc2)C(=O)C1,1818,1693
COc1cc(C(=O)Nc2ccc(OCC(=O)O)cc2)cc(OC)c1OC,2001,1624
c1ccc(C2=Nn3c(nnc3-c3ccco3)SC2)cc1,1816,1472
Cc1ccc(C(=O)N/C(=C\c2ccc(Cl)cc2)C(=O)NCC2CCCO2)cc1 (stereo unspecified),1992,1501
Clc1cccc(Nc2nc(-c3ccncc3)cs2)c1,2048,1657
O=C1C2CC=CCC2C(=O)N1Nc1ccccc1 (stereo unspecified),1434,1495
COc1ccccc1NC1=CC(=O)CC(c2ccccc2)C1 (stereo unspecified),1922,1823

# Three entries out of the list, ordered by number of heavy atoms, descending.
SMILES,SRC1 TRFRET art,SRC3 TRFRET art
CC1(C)CC(=O)C(=Cc2cn(CCC#N)nc2-c2ccc(Cl)cc2)C(=O)C1,1818,1693
Cc1cccc(C)c1NC(=S)N/N=C/c1c(Cl)cccc1Cl,1675,1591
Clc1cccc(Nc2nc(-c3ccncc3)cs2)c1,2048,1657

# The listing continues:
SMILES,SRC1 TRFRET art,SRC3 TRFRET art
C=CCn1c(=NC(=O)c2cccs2)sc2cc(NC(C)=O)ccc21,2340*,1955
COc1ccc(N2C(=O)NC3CC2(C)Oc2ccccc23)cc1 (stereo unspecified),1860,1814
CC(C)CNC(=O)CSc1nnc(-c2ccc(Cl)cc2)n1N,1635,1346
CC(=O)c1cccc(S(=O)(=O)NCCC(=O)O)c1,1710,1485
Cc1ccc(Cl)cc1NC(=O)COC(=O)C1CCCC1,1704,1610
Cc1cnn(-c2nc(-c3ccccc3)cc(-c3ccccc3)n2)c1,2054,1695
CN(Cc1ccccc1F)c1ccc(S(=O)(=O)N2CCCC2)cn1,1967,1596
COc1ccc(NC(=O)CSc2nnc(-c3cccnc3)n2Cc2ccco2)c(OC)c1,1602,1492
Cn1c(=O)n(C)c2cc(/C=C(/C#N)C(=O)NCc3ccco3)ccc21,1414,1603
O=C(O)COc1ccccc1/C=N/NC(=O)c1cc(-c2ccc(F)cc2)nc2ccccc12,1809,1376
COCCCNC(=S)N1CCN(C(=O)C(=O)Nc2ccc(C(=O)OC)cc2)CC1,2128,1631
COc1cc(C(=O)OCC(=O)NCc2ccc(F)cc2)cc(NC(=O)c2cccs2)c1OC,1763,1483
Cc1cccc(NC(=O)Cc2noc3ccccc23)c1C,1759,1525
CN1CCN(C(=O)C2=C[C@@H](c3ccc(C(F)(F)F)cc3)C[C@@H](OCCCCO)O2)CC1,1838,1724
Cc1cc(NS(=O)(=O)c2ccc(NC(=O)/C=C/c3ccc(C)o3)cc2)nc(C)n1,1794,1636
CCc1cccc(C)c1NC(=O)CSc1nnc(CCCOc2ccc(Cl)cc2Cl)n1C,1813,1550
O=C(NNc1nc2cc3c(cc2s1)OCO3)c1ccc(F)cc1,1537,1409
CN1CCC(=C2c3ccccc3C=Cc3ccccc32)CC1,1699,1687
COc1ccc(OC)c(CNC(=O)Cc2c(C(=O)O)[nH]c3ccc(Cl)cc23)c1,1868,1487
O=C(NC(=S)Nc1ccc(N2CCOCC2)cc1)c1cccc([N+](=O)[O-])c1,1831,1509
CCOC(=O)c1ccc(Oc2ccc(C(F)(F)F)cn2)cc1,2151,1804
CCS(=O)(=O)c1nc(S(=O)(=O)c2ccc(Cl)cc2)c(NCc2ccccn2)s1,1748,1524
O=C(Cn1nc(Cc2cccnc2)c2ccccc2c1=O)Nc1cccnc1Cl,1457,1453
CCN(CC)CC(=O)Nc1ccc([N+](=O)[O-])cc1,1657,1508
O=c1cc(O)c2sc(Nc3ccc(F)cc3)nc2[nH]1,1857,1557
CC(NC(N)=O)C(=O)OCC(=O)c1ccc(-c2ccccc2)cc1 (stereo unspecified),2075,1518
CC(=O)c1cccc(CN2CCN(Cc3ccccc3)C(CCO)C2)c1 (stereo unspecified),2126,1579
COc1ccccc1/C=C/C(=O)NCC(=O)N/N=C/c1cccnc1,1819,1433
CC(C)C(NC(=O)c1ccc(C(C)(C)C)cc1)C(=O)NCCc1ccccn1 (stereo unspecified),1677,1532
COc1ccc(C2N=C(c3ccccc3)C(C)(C)N2O)cc1OC (stereo unspecified),1910,1644
COc1ccc(C(C(N)=O)c2ncc(C(F)(F)F)cc2Cl)cc1 (stereo unspecified),2227,1743
